TGFb SMAD3 inh – TGF-b pathway inhibition. HepG2 CAGA-GFP TGF-b/SMAD3 reporter, GFP fluorescence, 18 h; TGF-beta stimulated, 500 pg/mL final. Potency, µM (highest dose often 46.1 µM), for the others: top-dose activity, negative = inhibition, hits mostly inhibitors. 1.2% of 410,000 active. AID 588855; further: potency means the concentration at half of the fitted maximal effect; on the % scale 0 is the no-effect control and ±100 the full control effect; nearly all actives have a fitted effect of over 65% in size
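Cell-based qHTS in HEPG2 carrying a CAGA-GFP Smad reporter; compounds added before 500 pg/mL final TGF-beta, 18 h incubation at 37 degrees C, GFP fluorescence quantified per cell by imaging cytometry.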
pAkt inh – blocks phosphorylation of Akt; Neuro2A IGF-stimulated pAkt S473 HTRF, 20 min; hits give low values; activity change, % for hits at 50 µM; 0.32% of 360,000 active; AID 651550; in the data active means activity change below about -80%; inconclusive means mostly about -51% to -80%; further: on the % scale 0 is the no-effect control and ±100 the full control effect
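Single-point screen (50 µM final compound) in Neuro2A cells stimulated 20 min with 6 nM IGF at 37 deg C. After lysis, Ser473-phosphorylated Akt read by HTRF (ex 330 nm, em 615/665 nm) as the 665/615 ratio.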
Nrf2 block – inhibitors of Nrf2 signaling; 2.1% of 360,000 active; Potency, µM (series often up to 46 µM), inactives show at the top dose activity change, negative = inhibition, usual class: inhibitors; A549 ARE-Fluc reporter, luciferase luminescence, 18-24 h; AID 504444; further: potency means the concentration at half of the fitted maximal effect; on the % scale 0 is the no-effect control and ±100 the full control effect; nearly all actives have a fitted effect of over 60% in size
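Quantitative HTS in A549 cells stably bearing an antioxidant response element-firefly luciferase construct. Inhibition of Nrf2-driven transcription was scored by luminescence after 18-24 h of compound exposure at 37 °C.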
A549 viability – counter-screen for Nrf2 inhibitors: cytotoxicity in A549 cells. A549 ARE-Fluc cells, CellTiter-Fluor viability, 18-24 h. Potency, µM (series often up to 46 µM), for inactives: at the top dose activity change, negative = cytotoxicity, usual class: inhibitors. 0.16% of 390,000 active; further: potency means the concentration at half of the fitted maximal effect; on the % scale 0 is the no-effect control and ±100 the full control effect
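A549 ARE_Fluc cells in 5% FBS OPTI-MEM were exposed to compounds in concentration-response for 18-24 h at 37 deg C. Viability was read by CellTiter-Fluor fluorescence (Ex 405/Em 525) after 30 min, before the luciferase read.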
MmCpn inh – M. maripaludis TRiC chaperonin inhibition. purified Mm-Cpn ATPase, ADP Transcreener TR-FRET. Potency, µM (series often up to 76.9 µM), for inactives: top-dose activity, negative = inhibition, hits mostly inhibitors. 0.031% of 330,000 active; further: potency means the concentration at half of the fitted maximal effect; on the % scale 0 is the no-effect control and ±100 the full control effect; nearly all actives have a fitted effect of over 80% in size
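ATP (10 uM final) was added to archaeal chaperonin (25 nM final) after 10 min exposure to test compound at 37°C; after 30 min further incubation, ADP was detected by competitive TR-FRET.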
HepG2 tox – kills HepG2 cells in TGF-b inhibitor counter-screen | HepG2 CAGA-GFP viability, ATP luminescence, 18 h | Potency, µM (top dose mostly 46.1 µM), for the others: top-dose activity change, negative = cytotoxicity, hits mostly cytotoxic | 0.76% of 410,000 active | AID 588856; further: potency means the concentration at half of the fitted maximal effect; some results filed as inactive show a strong effect at the top dose
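CellTiter-Glo luminescence gave cytotoxicity after 18 hours at 37 degrees C. The cells were HepG2 CAGA-GFP in 1% FBS DMEM, stimulated with 500 pg/mL TGF-beta after compound addition. %Activity was normalised to no-cell wells (complete cell-killing) and DMSO (no toxicity), and curves were fitted and classified.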
Nrf2 activator – activates Nrf2 signaling. AREc32 ARE-luciferase reporter (MCF7-derived line), luminescence, 24 h. Potency, µM (series often up to 46.1 µM), without a hit: at the top dose activation, actives largely listed as activators. 0.31% of 410,000 active; further: potency means the concentration at half of the fitted maximal effect; % of control where 0% means no effect; nearly all actives have a fitted effect of over 65% in size
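Cells of the AREc32 ARE-luciferase line are plated in OPTI-MEM containing 5% FBS and left overnight at 37 deg C. Compounds are pinned in, incubation continues 24 hr, and firefly luciferase signal is then measured.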
CCT modulator – changes cytosolic chaperonin activity; purified chaperonin ATPase assay, HTRF ADP detection, 30 min; 0.3% of 360,000 active; activity change, % (no concentration beside the values), hits read low; in the data active means activity change below about -30%; further: on the % scale 0 is the no-effect control and ±100 the full control effect
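Nucleotide hydrolysis assay: TRiC at 20–40 nM final (set by batch activity) with 10 uM ATP, 30 min at 37 °C, in presence of 76 uM compound. Detection by competitive ADP HTRF, 30 min ambient.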
ATXN viability – viability counter-screen for ATXN expression inhibitors; 0.49% of 400,000 active; Potency, µM (highest dose often 56.7 µM), most hits filed as cytotoxic; S2 cells (HEK-293 line with an ATXN2-luciferase reporter) viability, CellTiter-Fluor protease fluorescence, 24 h; AID 651635; further: potency means the concentration at half of the fitted maximal effect; nearly all actives have a fitted effect of over 40% in size
An asterisk follows results filed as active; i = inactive; ? = inconclusive; . = no result given; & = joins results of further samples; [ ] = dose if it differs, or a comment. Unless noted, the call rests on the fitted dose curve; in most records, active means well fitted curve in the direction sought with a large enough effect; inconclusive means small, poorly fitted or top-dose-only effect, or another doubt; inactive means no such curve, though single readings can be large; an effect the other way counts as inactive or inconclusive.

Order of values: TGFb SMAD3 inh	pAkt inh	Nrf2 block	A549 viability	MmCpn inh	HepG2 tox	Nrf2 activator	CCT modulator	ATXN viability
- CC1(C)COC(Nc2ccc(Cl)cc2)=N1
    4.9%	i	19.2%	2.6%	?	5.1%	-0.4%	-0.1	i
- Cc1ccc(/C=C2\C(=O)NC(=S)N(c3ccc(F)cc3)C2=O)s1
    -22.5%	i	?	-3.5%	-2.2%	6.2%	3.8%	0.5	?
- CC(=O)Nc1cc(C(=O)N2CCC3(CC2)OCCO3)ccc1S(=O)(=O)c1ccc(C)cc1
    -10.1%	i	7.1%	-4.5%	1.4%	1.3%	-0.2%	-0.8	i
- CC1(C)OC1COc1c2occc2cc2ccc(=O)oc12 (configuration not stated)
    1.0%	i	14.4%	-0.5%	-0.2%	-10.8%	5.3%	-0.2	i
- c1cnc2c(c1)ccc1ncccc12
    -9.9%	i	-12.5%	-8.6%	1.6%	-0.1%	-0.3%	-2.0	i
- CCCCCCn1c(O)c(C=Nc2ccccc2N2CCOCC2)c(=O)[nH]c1=S
    -0.8%	i	11.7%	0.4%	-2.0%	4.0%	0.0%	-1.9	i
- O=C(O)c1cc2ccccc2oc1=O
    7.5%	i	-18.6%	-14.2%	0.7%	2.7%	1.0%	-0.8	i
- Cc1nc2cc([N+](=O)[O-])ccc2c(=O)n1-c1ccccc1[N+](=O)[O-]
    -8.1%	i	-17.3%	-0.9%	0.5%	-21.7%	4.4%	-0.5	i
- Cc1ccccc1OP(=O)(Oc1ccccc1C)N1CCOCC1
    -17.0%	i	.	.	.	8.2%	-0.6%	0.6	i
- CCOP(=O)(OCC)c1ccc2ccc3ccccc3c(=O)c2c1
    -5.3%	.	5.3%	3.5%	-8.8%	-52.2%	4.8%	.	i
- Clc1ccccc1CNC1CN2CCC1CC2 (configuration not stated)
    8.4%	i	-2.2%	17.8%	-0.5%	-14.3%	-0.6%	-1.3	i
- COc1ccc(-n2c(Cc3ccccc3)nc3ccccc3c2=O)cc1
    -12.4%	i	-5.8%	-14.4%	0.1%	-6.0%	0.3%	1.4	i
- Cc1cccc(CN2CCN(CC(=O)N3CCC4(CC3)OCCO4)C2=O)c1
    2.8%	i	-5.8%	-5.9%	1.2%	1.0%	-0.1%	0.0	i
- COC(=O)[C@@H]1C[C@@]1(C)[C@@H](NP(=O)(c1ccccc1)c1ccccc1)c1ccccc1
    2.6%	i	5.5%	-0.4%	0.1%	0.4%	-0.2%	0.0	i
- COCCCn1c(N)c(C(=O)OCCOC)c2nc3ccccc3nc21
    -23.0%	i	0.4%	0.3%	-6.1%	-2.9%	0.7%	-3.6	i
- CCN(CC)S(=O)(=O)c1cc(NC(=O)C(C)N2CC=C(c3ccccc3)CC2)ccc1C (configuration not stated)
    -24.7%	i	?	-18.4%	-0.5%	16.8%	2.6%	-1.4	i
- CSc1ncc(CN2CCCC(C(=O)c3sccc3C)C2)cn1 (configuration not stated)
    ?	i	-3.9%	14.7%	-1.0%	-12.5%	5.4%	0.0	i
- CC(=O)Nc1cc([As](=O)(O)O)ccc1O
    -1.2%	i	5.0%	-4.1%	-3.6%[15.4 µM]	1.1%	-0.1%	-2.7	i
- CN1CCN(c2ccc([N+](=O)[O-])c(Sc3nncn3C)c2)CC1
    -7.0%	i	?	-9.1%	-3.7%	-26.2%	0.3%	-3.0	i
- COC(=O)C1=C(c2ccc(C(C)=O)cc2)C[C@@H]2CC[C@H]1N2C(=O)NCc1ccc(C(F)(F)F)cc1
    7.2%	i	1.8%	1.2%	1.4%	-3.3%	5.4%	-0.9	i
- CCN(CC(=O)Nc1ccc(NC(C)=O)cc1)C(=O)CSC(c1ccccc1)c1ccccc1
    1.0%	i	?	-8.0%	-24.0%	-11.4%	-0.7%	-0.9	i
- CC(C)Sc1nnc([C@@H](N)Cc2ccccc2)o1
    -2.6%	i	8.0%	-0.3%	-1.2%	-16.5%	-0.1%	-1.2	i
- CCN(CC)C(=O)c1ccc(NC(=O)CCCSc2ccccc2)cc1
    -8.1%	i	1.4%	0.6%	-5.8%	-9.2%	-0.8%	-3.2	i
- Nc1ccc2ccc3cccc[n+]3c2c1
    72.6%[activator]	i	13µM*	?	-5.2%	8.5%	4.4%	-0.9	.
- NC(=O)c1cn(C2OC(CO)C(O)C2O)c2ncnc(N)c12 (configuration not stated)
    0.112µM*	i	0.461µM*	?	-2.3%	-47.0%&-50.6%	-1.9%&-2.0%	0.8&-5.2	.
- Cn1cccc1/C=C1/C(=O)NC(=O)N(Cc2ccc(F)cc2)C1=O
    -3.1%	i	8.0%	-2.9%	-1.8%	-22.1%	-0.2%	0.5	i
- O=[N+]([O-])c1ccc2c(c1)Cc1cc(O)ccc1-2
    0.8%	i	6.2%	-3.4%	.	3.6%	4.1%	-5.0	i
- CC(=O)c1cccc(NC(=O)c2cc3c(s2)-c2c(C)cccc2OC3)c1
    -6.3%	.	7.31µM*	-17.2%	.	-23.6%	2.5%	.	i
- COc1ccc(O)c(C(C)(C)C)c1
    9.1%	i	5.7%	-15.2%	2.1%	-1.9%	-0.4%	-1.4	i
- CCSP1(=S)N=C(N2CCOCC2)C(C#N)=C2CCCN21 (configuration not stated)
    -16.8%	i	-7.9%	2.4%	1.0%	4.6%	-0.3%	-0.3	i
- OC(CNC1CCCCC1)c1ccccc1 (configuration not stated)
    16.2%	i	2.8%	-0.2%	0.7%	6.3%	0.5%	0.7	i
- C/C(=N\N1CCN(C)CC1)c1c(O)n(Cc2ccccc2)c(=O)[nH]c1=O
    -2.1%	i	-5.3%	-4.5%	-1.9%	32.1%	0.2%[9.22 µM]	-0.8	i
- Cc1nc(-c2cccc(NC(=O)c3ccc(Cl)c(S(=O)(=O)N4CCCC4)c3)c2)cs1
    ?	i	.	.	.	-9.2%	-1.6%	-1.0	?
- COc1ccc(-n2c(O)c(/C=C3\C=Nc4ccc(Br)cc43)c(=O)[nH]c2=O)c(OC)c1
    ?	i	?	-7.2%	-8.2%	-55.3%	?	-1.1	i
- O=C(COC(=O)Cc1ccccc1)Nc1nnc(-c2ccccc2)o1
    2.8%	i	3.5%	8.5%	-0.1%	-8.2%	-0.6%	1.9	i
- COc1ccccc1CNC(=O)Cn1c(=O)oc2cc(Cl)ccc21
    12.5%	i	14.9%	1.7%	2.9%	-34.9%	1.8%	0.2	i
- CCOc1cccc(CC(=O)NCc2ccc3c(c2)CCN3C(=O)c2cccc(C)c2)c1OCC
    ?	.	20.6µM*	-21.7%	.	-11.7%	-0.4%	.	28.2µM*
- CCOC(=O)CC1=C(C(=O)OCC)C2(C(=O)Nc3ccccc32)C(C#N)=C(N)O1 (configuration not stated)
    -13.8%	i	15.8%	-5.4%	-5.4%	0.6%	0.0%	0.6	i
- COC(=O)C1=C(c2ccc(F)cc2OCc2ccccc2)C[C@@H]2CC[C@H]1N2C(=O)N1CCOCC1
    ?	i	-9.5%	-7.8%	0.3%	-7.8%	0.5%	-1.6	i
- COc1ccc2cc(C(=O)C3CCCN(C4CCOCC4)C3)ccc2c1 (configuration not stated)
    4.2%	i	2.0%	6.5%	-1.1%	-16.1%	-0.1%	0.0	i
- Clc1ccc(C(c2ccccc2)c2ncc[nH]2)cc1 (configuration not stated)
    3.8%	i	4.4%	17.8%	0.4%	9.0%	-0.2%	-2.0	i
- Cc1nc2ccc(Cl)cc2c(-c2ccccc2)c1C(=O)O
    14.4%	i	0.0%	-2.8%	1.5%	-0.6%	-0.2%	-1.3	i
- CCOC(=O)C1CCN(/C=C2/C(=O)NC(=O)N(c3cccc(C)c3C)C2=O)CC1
    -0.6%	i	1.7%	-2.1%	-1.5%	1.7%	0.4%	-0.4	?
- CCOC(=O)[C@]12Cc3cc4ccccc4cc3[C@H]1N(Cc1ccccc1)C(=O)c1ccccc12
    .	i	.	.	.	.	-3.2%	-1.7	20µM*
- O=c1[nH]c(=S)n(Cc2ccc(F)cc2)c(O)c1C=NCc1ccc2c(c1)OCO2
    -21.1%	i	12.8%	-8.3%	-3.2%	12.0%	0.0%	-4.9	i
- O=C1NCN(c2ccccc2)C12CCN(C(CCc1ccccc1)c1nnnn1C1CCCC1)CC2 (configuration not stated)
    11.2µM*	i	.	.	.	-31.6%	-1.7%	0.7	31.6µM*
- c1ccc2c(CCN3CCCCC3)c[nH]c2c1
    3.2%	i	.	.	.	-22.2%	3.3%	-2.6	i
- COc1ccccc1-n1c(-c2ccccc2F)nc2ccccc2c1=O
    1.3%	i	-4.9%	-16.8%	.	4.4%	-0.1%	-0.1	?
- COc1ccc(CC2C(=O)NC(=O)N(c3ccccc3)C2=O)c(OC)c1 (configuration not stated)
    -23.3%	i	-2.3%	3.8%	1.0%	-5.3%	-0.2%	-1.3	i
- Cc1cc(OCc2nn[nH]n2)c2c3c(c(=O)oc2c1)CCC3
    -0.3%	i	-3.3%	.	-4.3%	-2.3%	0.4%	-0.7	?

(next part)
Order of values: TGFb SMAD3 inh	pAkt inh	Nrf2 block	A549 viability	MmCpn inh	HepG2 tox	Nrf2 activator	CCT modulator	ATXN viability
- C[C@H]1COC(=O)[C@@H](Cc2ccc(F)cc2)CC/C=C/C[C@@H](CC(=O)N(CCO)Cc2ccccc2)C(=O)N1
    -12.7%	i	-11.1%	1.2%	2.3%	-11.8%	-0.7%	0.6	?
- Cc1ccc(OCC(=O)N2CCN(C3CCC(c4ccccc4)CC3)CC2)cc1 (configuration not stated)
    -2.9%	i	-3.0%	17.8%	2.4%	-16.4%	3.3%	-1.3	i
- CC(=O)c1c(C)n(CCCOC(C)C)c2ccc(O)cc12
    -1.4%	i	-9.0%	-6.6%	-2.5%	7.8%	4.8%	-0.1	i
- CCOCC(=O)NC1CCSC1=O (configuration not stated)
    3.5%	i	0.7%	0.0%	-2.6%	-2.9%	0.4%	-2.5	i
- Cc1ccc(S(=O)(=O)NCC(=O)OCC(=O)N2N=C(c3ccc(Cl)cc3)CC2c2ccco2)cc1C (configuration not stated)
    ?	i	3.4%	-1.1%	-15.3%	-1.8%	3.1%	0.8	i

Bioassay records from PubChem BioAssay.

A portion of the library. The share of hits here may be higher or lower than overall.
